tim23-1 inh – growth inhibitors of tim23-1 mutant yeast, primary screen, luminescence, uHTS. S. cerevisiae tim23-1 growth, BacTiter-Glo luminescence, 24 h. inhibition, % at 20 µM. 330,000 compounds, 1.3% hits;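 active means growth inhibition of the mutant yeast at or above 50%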;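 further: temperature-sensitive mutant grown at 25 °C; plate controls were DMSO-treated mutant yeast for no effect and medium wells lacking yeast for full effect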
UPR XBP1 act – activators of adaptive XBP1 UPR arm, primary screen, cell-based, CHO-XBP1 luciferase reporter, luminescence, uHTS; IRE1-XBP1 UPR activation; percent of tunicamycin response, DMSO as zero; activation, % at 20 µM; 330,000 compounds, 0.33% hits; AID 463104, 2010;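 active means versus positive control, 20 µM dose yields 30% or more activation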;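 further: 100% = tunicamycin at 10 µg/mL and 0% = DMSO only wells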
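Assay system: IRE1-XBP1 luciferase reporter CHO line. Input: 1000 cells/well. Buffer or medium: F12 with 10% serum. Doses: 20 µM, 1% DMSO. Times: overnight seeding at 37 °C, 6 h compound treatment at 37 °C. Technique: Steady-Glo luciferase glow luminescence, 10 min after reagent addition.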
CXCR6 inh – CXCR6 receptor inhibitors, primary screen, cell-based, beta-arrestin, luminescence, CHO-K1 PathHunter, 1536-well | C-X-C chemokine receptor type 6 (Homo sapiens), O00574 | inhibition, % at 20 µM | 360,000 compounds, 0.36% hits | AID 602244, 2012; in the data active means inhibition above about 34%, passing the limit was not always enough;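 further: antagonist mode with CXCL16 agonist at 10 nM final; 0% = 10 nM CXCL16 with DMSO and 100% = unstimulated wells without agonist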
Target sequence (O00574 whole entry, looked up): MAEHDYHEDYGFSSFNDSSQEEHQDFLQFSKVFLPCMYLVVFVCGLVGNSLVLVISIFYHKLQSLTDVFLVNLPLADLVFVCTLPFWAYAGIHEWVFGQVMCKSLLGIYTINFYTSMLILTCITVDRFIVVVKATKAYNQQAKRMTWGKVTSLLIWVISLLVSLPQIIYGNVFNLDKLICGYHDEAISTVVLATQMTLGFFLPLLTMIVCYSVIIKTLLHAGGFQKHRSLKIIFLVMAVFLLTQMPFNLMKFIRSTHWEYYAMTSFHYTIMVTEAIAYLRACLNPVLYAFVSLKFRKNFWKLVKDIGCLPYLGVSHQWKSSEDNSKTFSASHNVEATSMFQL
EBI2 block – EBI2 receptor antagonists, beta-arrestin recruitment, primary screen, cell-based, luminescence, 7a,25-OHC stimulation, uHTS. 7a,25-OHC stimulated. 360,000 compounds, 0.81% hits. inhibition, % at 5 µM; in the data active means inhibition above about 38%;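 further: enzyme fragment complementation signal reports receptor beta-arrestin coupling in cells; 0% = agonist plus DMSO wells and 100% = wells without agonist; some results beyond the cut were filed as inactive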
Target sequence (P32249 whole entry, looked up, the tested form may be a part): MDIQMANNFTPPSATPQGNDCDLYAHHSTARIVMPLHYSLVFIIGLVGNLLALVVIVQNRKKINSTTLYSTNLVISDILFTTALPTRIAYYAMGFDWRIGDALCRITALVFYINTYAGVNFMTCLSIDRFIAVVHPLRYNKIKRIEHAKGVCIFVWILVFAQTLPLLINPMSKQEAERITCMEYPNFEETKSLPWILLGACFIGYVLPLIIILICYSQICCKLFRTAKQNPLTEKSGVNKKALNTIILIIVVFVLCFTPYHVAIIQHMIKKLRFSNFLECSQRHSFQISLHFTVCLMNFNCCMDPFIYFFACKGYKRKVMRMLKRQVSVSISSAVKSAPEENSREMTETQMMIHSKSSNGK
Mdm2-MdmX inh – inhibitors of human Mdm2-MdmX association, primary screen, cell-based, luminescence, split luciferase, SaOS-2, uHTS. Protein Mdm4 (Homo sapiens) + E3 ubiquitin-protein ligase Mdm2 (Homo sapiens), …. 330,000 compounds, 3% hits. inhibition, % at 8 µM. SaOS-2 split-luciferase Mdm2/MdmX complementation;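 active means inhibition of at least 50% at 8 µM in the primary screen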
CHOP UPR activ – activators of apoptotic CHOP UPR arm, primary screen, cell-based, CHO-CHOP luciferase reporter, luminescence, uHTS | UPR activation; percent of tunicamycin response over DMSO baseline | AID 449763, 2010 | activation, % at 10 µM | 330,000 compounds, 0.34% hits;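 active means at 10 µM dose, activation of 40% or more, normalized to positive control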;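 further: 100% = tunicamycin at 10 µg/mL and 0% = DMSO alone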
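Evaluation: % reporter activation, DMSO baseline versus tunicamycin full activation; System: CHO-CHOP luciferase reporter cell line; Input: 500 cells/well; Incubation: 6 h compound treatment, 37 °C; Measured by: Steady-Glo luciferase luminescence; Dosing: one dose, 10 µM in 0.5% DMSO; Buffer or medium: F12 medium, 10% FBS; Benchmarks: positive tunicamycin 10 µg/mL, negative DMSO alone.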
APJ agonist – agonists of human apelin receptor APJ, primary screen, CHO-K1 cells, PathHunter beta-arrestin, luminescence; activation, % at 20 µM; 0% DMSO wells, 100% apelin; AID 2520, 2010; 330,000 compounds, 0.11% hits; P35414;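 active means activation more than six SD over the plate average, tested at 20 µM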;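 further: 0% = DMSO alone and 100% = apelin-13 at 10 nM; some results filed as inactive read as strong as hits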
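system = engineered CHO-K1 APJ arrestin reporter cells | input = 1000 cells per well | timing = overnight seeding, 90 min compound at 25 °C, 1 h detection | measured by = enzyme-fragment complementation luminescence | read-out = beta-arrestin recruitment to APJ as agonist activity, luminescent signal | control set = negative DMSO alone, positive Apelin-13 at 10 nM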
CCR6 antagonist – CCR6 receptor antagonists, primary screen, cell-based, CHO-K1, luminescence, beta-arrestin, uHTS; CHO-K1 CCR6 PathHunter beta-arrestin, CCL20-stimulated; inhibition, % at 20 µM; 340,000 compounds, 0.49% hits; AID 493098, 2011;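 active means compounds whose inhibition of the agonist-driven luminescence signal at 20 µM reaches about 50%, limit read from the data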;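 further: cells stimulated with CCL20 at 14 nM final; plate controls were DMSO with CCL20 for no effect and DMSO without agonist for full effect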
APJ antagonist – antagonists of human apelin receptor APJ, primary screen, CHO-K1 cells, beta-arrestin complementation, luminescence; P35414; inhibition, % at 20 µM; 330,000 compounds, 0.32% hits; AID 2521, 2010;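 active means inhibition above about 40% at 20 µM, limit read from the data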;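 further: cells challenged with 10 nM apelin-13 agonist together with compound; plate controls were apelin-13 plus DMSO wells for no effect and DMSO wells lacking apelin-13 for full effect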
The depositor's hits bear a star; . = no result given. The list is partial (hit frequency here may not be typical).

Results follow in this order: tim23-1 inh | UPR XBP1 act | CXCR6 inh | EBI2 block | Mdm2-MdmX inh | CHOP UPR activ | APJ agonist | CCR6 antagonist | APJ antagonist
CC(C)C(NS(=O)(=O)c1cccc2nsnc12)C(=O)NCc1ccc2c(c1)OCO2 (stereo unspecified)
    2 | 1 | -2 | 3 | 15 | 1.2 | 0 | 2 | 7
CCOc1ccccc1NC(=O)N1CCC(NC(=O)c2cccc(C)c2)CC1
    6 | -1 | -3 | -4 | 6 | -0.9 | -7 | 17 | 7
CC1CCN(C(c2ccc(N(C)C)cc2)c2nnnn2Cc2ccccc2)CC1 (stereo unspecified)
    42 | -3 | 6 | 2 | 2 | 3.6 | -2 | 42 | 1
Cc1ccc(C)c(NC(=S)NC2CC3CCC(C2)N3Cc2ccco2)c1 (stereo unspecified)
    -15 | 3 | 10 | 3 | -3 | -1.6 | -4 | 13 | 6
O=C(O)CCc1ccc(-c2ccccc2)n1NC(=O)c1sc2ccccc2c1Cl
    27 | -1 | -5 | 8 | -43 | -1.1 | -2 | -13 | 0
Nc1nnc(COc2ccc(Br)cc2Br)s1
    24 | 4 | -12 | -5 | 4 | 3.6 | 6 | -31 | 4
C=CCOC(=O)C1=C(C)NC(C)=C(C(=O)OCC=C)C1c1cccs1
    34 | -1 | 0 | 9 | 13 | 4.5 | -4 | 9 | -9
Cc1cc2cc3c(cc2nc1SCC(=O)O)OCCO3
    25 | 2 | 4 | -5 | -11 | -0.3 | -3 | 2 | 8
O=C(CSC1=NCCS1)N1CCCC1
    -4 | 1 | -3 | -10 | 36 | -2.4 | -4 | -8 | 2
CCCc1cc(=O)[nH]c(SCC(=O)Nc2ccc(N3CCCCC3)cc2)n1
    8 | -3 | -8 | 3 | -17 | -0.9 | 0 | 17 | 10
CC1CCCN(C(C(=O)Nc2ccc(C(C)C)cc2)c2ccc3c(c2)OCO3)C1 (stereo unspecified)
    13 | -5 | 10 | 10 | 46 | 2.9 | -3 | 4 | 25
Cc1cc(NC(=O)C2CC(c3ccc(F)cc3)=NO2)no1 (stereo unspecified)
    10 | 0 | -6 | 2 | -9 | 0.4 | -1 | 6 | -39
CC(C)CCn1c(SCC(=O)c2ccccc2)nc2c1c(=O)[nH]c(=O)n2C
    -7 | 1 | -2 | 3 | 17 | 0.0 | -2 | -7 | 6
COc1ccc(CNC(=O)c2c(-c3cc(Cl)c(OC)c(Cl)c3)noc2C)cc1
    21 | 1 | 4 | 0 | 6 | 2.0 | -3 | 3 | 5
CC(=O)Nc1sc2c(c1C(N)=O)CCC2
    3 | -4 | 2 | 4 | 24 | 0.7 | -6 | -9 | -2
c1ccc(OCCN2CCN(C(c3ccccc3)c3ccccc3)CC2)cc1
    41 | -6 | 17 | 45* | 20 | -0.1 | -4 | 24 | 0
CCN(CC)CC(C)(C)COC(=O)c1oc2ccccc2c1C
    -3 | -2 | -1 | -5 | 2 | 1.0 | -1 | 18 | 1
COc1cc(NC(=O)Cn2ccsc2=N)c(C)cc1[N+](=O)[O-]
    3 | -4 | -2 | 5 | -1 | 3.4 | -3 | 4 | 5
Cc1ccc(Cn2c(CCCO)nc3ccccc32)cc1
    2 | -2 | -4 | -6 | -1 | 2.5 | -3 | 15 | 18
Cn1c(CSCc2ccc(Cl)cc2)nnc1SCC(=O)Nc1nccs1
    -25 | -1 | -10 | 3 | 8 | -1.7 | 2 | 2 | 1
CCSc1nnc(NC(=O)CCn2c(=O)oc3ccccc32)s1
    -3 | -3 | 3 | -12 | 16 | 1.0 | -3 | 14 | 15
CCN1C(=O)N(C)[C@@H](c2ccccc2)C(C(C)=O)=C1C
    8 | 3 | -11 | -8 | -4 | -0.7 | -1 | -7 | -64
O=C(NC1CCCCC1)[C@H](CSCc1ccccc1)N1Cc2ccccc2C1=O
    12 | -1 | 11 | 10 | -1 | 2.2 | -4 | 2 | 11
CCN1CCC[C@H]1CNC(=O)c1cc(S(N)(=O)=O)ccc1OC
    -5 | -5 | . | . | 8 | -1.3 | -6 | . | -3
O=C(Cc1c(F)cccc1Cl)Nc1ccc(S(=O)(=O)N2CCCC2)cc1
    19 | 1 | -13 | 4 | -2 | 1.7 | -6 | -10 | -22
CCOc1cc(/C=C2\C(=O)N(CCC#N)N=C2C)ccc1OCC(N)=O
    24 | -1 | -2 | -6 | -16 | -2.1 | -1 | -5 | 13
Cc1ccn2cc(-c3cccc(NC(=O)C(C)C)c3)nc2c1
    8 | 2 | 9 | -2 | -17 | 5.5 | -1 | -8 | 4
O=C(NNC1=C(C(=O)C(F)(F)F)CCC1)c1cccc(Cl)c1
    -6 | 4 | 19 | 15 | 61* | -0.6 | -4 | 23 | 24
O=c1[nH]n(CCO)c(=O)c2cccnc12
    -7 | -2 | 4 | -5 | 25 | 0.8 | -5 | 6 | 19
Cc1ccc(NS(=O)(=O)c2cc(NC(=O)c3cc4c(s3)CCCC4)ccc2C)c(C)c1
    4 | -4 | -1 | 10 | 9 | 1.5 | -3 | 5 | -8
CCOC(=O)CCCCC(=O)c1[nH]c(=O)[nH]c1C[n+]1ccc(C)cc1
    4 | 7 | -2 | -5 | -21 | 1.2 | -2 | 1 | -3
CCOC(=O)CSc1nc2cc(OCC)ccc2cc1C#N
    38 | 12 | 0 | 4 | -250 | 2.9 | -1 | -3 | -3
CCCCC1=CC2=C(c3ccco3)C(=O)C(C)(OC(=O)c3ccc(OC)cc3)C(=O)C2=CN1Cc1ccc(OC)cc1 (stereo unspecified)
    -2 | 0 | . | . | 14 | 4.6 | 7 | . | -41
CC(C)CC(=O)NC(=S)Nc1ccc(NC(=O)c2ccco2)cc1
    40 | -1 | -21 | -12 | 7 | 0.5 | 2 | 13 | 2
CCOc1ccccc1OCCN1CCC(Cc2ccccc2)CC1
    -3 | 2 | 8 | 1 | 23 | 0.1 | -2 | -4 | 13
C=CCOC(=O)CN1C(=O)c2ccccc2C1=O
    -10 | 0 | -6 | 2 | -6 | -0.1 | -4 | 12 | 12
O=C(NCC1COc2ccccc2O1)c1cccc(S(=O)(=O)N2CCCCC2)c1 (stereo unspecified)
    30 | -3 | 4 | 11 | -32 | 1.6 | -3 | 19 | -7
Cc1ccccc1-n1nc(C)c2cc(C(=O)NC3CC3)sc21
    -5 | 2 | -1 | 3 | 23 | 0.1 | -1 | -1 | 2
O=[N+]([O-])c1ccc(C[n+]2ccccc2)cc1
    -16 | -3 | -2 | -4 | 20 | -2.6 | 2 | 1 | 15
Cc1cccc(OCC(=O)Nc2cc(C)c(C)cc2O)c1
    -4 | -1 | 8 | -4 | 14 | 2.1 | 3 | 2 | 9
COCCn1c(=O)[nH]c2cc(C(=O)Nc3ccc(OC)c(Cl)c3)ccc2c1=O
    -5 | 1 | -3 | -15 | 25 | 1.0 | -1 | 6 | 19
COc1ccc(NC(=O)CSCC(=O)N(C)Cc2c(F)cccc2Cl)cc1
    14 | -2 | -7 | 7 | 24 | 1.3 | -5 | 6 | 4
CCCCCCC[C@@H](C/C=C/CCC(=O)O)OC
    22 | -1 | 2 | -6 | -8 | -0.1 | -2 | 11 | 21
O=C(NCCc1ccc2c(c1)OCCO2)c1cc2ccccc2o1
    38 | 2 | -7 | -10 | -14 | 1.5 | -3 | 4 | 3
Cc1cc(C)n(C(=O)CNC(=O)c2ccccc2Br)n1
    16 | -1 | 1 | 2 | -17 | 2.7 | -5 | 15 | 8
CS(=O)(=O)N1CCN(c2ccc(NC(=O)c3cc4ccccc4o3)cc2)CC1
    -8 | 2 | -1 | -9 | -11 | 0.4 | -4 | 11 | 14
NC(=O)c1nsc(C(=O)N(c2cccc(F)c2)C(C(=O)NCc2ccccc2)c2ccc(O)cc2)c1N (stereo unspecified)
    13 | 0 | -6 | 16 | 13 | 0.8 | 1 | 3 | -1
COCCCNC(=S)NNC(=S)Nc1ccc(OC)cc1
    11 | -2 | 5 | 6 | -6 | 2.5 | -1 | -9 | 14
CCC(C(=O)NCCCN1CCCCCC1)n1nc(C)c2sc3ccccc3c2c1=O (stereo unspecified)
    2 | -1 | -2 | -13 | -1 | -0.1 | -3 | 16 | 9
Cc1cccnc1NC(=O)CCc1nnc2ccc(N3CCC4(CC3)OCCO4)nn12
    11 | -4 | -2 | -12 | 1 | -1.9 | 0 | 9 | 18
O=C(NCCCN1CCOCC1)c1cccc(S(=O)(=O)N2CCOCC2)c1
    2 | -1 | -10 | 3 | -24 | -0.4 | -4 | -8 | 4
O=C(Oc1ccc(/C=N/NC(=O)c2ccco2)cc1)c1ccccc1
    11 | 5 | -11 | -51 | 11 | 3.3 | -2 | 1 | -4
CC(C)(C)C(=O)NCCn1ccc2ccccc21
    1 | -1 | 8 | -6 | -10 | 0.7 | -2 | -3 | -5
C/C(=N\OCC(=O)Nc1ccc2c(c1)OCCO2)c1ccc2c(c1)OCCO2
    26 | 2 | -15 | -7 | 1 | 0.5 | 1 | 18 | 3
Oc1ccc(Cl)cc1CNCC1CCCO1 (stereo unspecified)
    -3 | 0 | 1 | -7 | 22 | -1.8 | -4 | -7 | 16
Cc1occc1C(=O)NCc1ccccn1
    2 | 2 | 8 | 3 | 11 | 0.8 | 2 | -4 | 3
CCSCc1nnc(SCC(=O)Nc2nccs2)n1CC
    24 | -1 | 4 | 3 | 8 | -1.5 | -2 | 0 | -19
O=C(Cn1c2ccc(F)cc2c2nc3n(c(=O)c21)CCS3)Nc1ccc(Cl)cc1F
    8 | 82* | -1 | 14 | 37 | -0.8 | -2 | -3 | 5
O=C(NC1CCCCCC1)C1CC(=O)N(Cc2ccccc2)C1 (stereo unspecified)
    8 | 1 | 1 | 8 | -16 | 1.0 | 2 | -27 | 8
O=C(OCC(CO)OC(CO)n1ccc(=O)[nH]c1=O)c1ccccc1 (stereo unspecified)
    4 | 0 | -1 | -6 | 4 | 2.5 | -1 | -5 | 3

Screens deposited in PubChem BioAssay by Sanford-Burnham Center for Chemical Genomics.
